# From PubChem
# SENP8 block-1 = inhibitors of human SENP8 protease; Q96LD8; recombinant SENP8, Nedd8 substrate fluorescence; inhibition, % at 20 µM; hit rate 0.64% among 360,000; AID 602440; in the data active = inhibition mostly above about 40%, no sharp cut-off; inactive = mostly below about 27%
# Target sequence (Q96LD8 whole entry, looked up): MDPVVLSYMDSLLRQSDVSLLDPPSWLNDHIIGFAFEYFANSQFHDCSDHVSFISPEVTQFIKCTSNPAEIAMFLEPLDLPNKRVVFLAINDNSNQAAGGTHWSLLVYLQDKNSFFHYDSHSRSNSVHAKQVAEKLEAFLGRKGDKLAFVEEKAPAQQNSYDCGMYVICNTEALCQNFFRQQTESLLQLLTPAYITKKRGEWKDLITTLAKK
# HKDC1 inhibitor = inhibitors of human hexokinase HKDC1; recombinant HKDC1, G6PDH/diaphorase resazurin coupled fluorescence; inhibition, % at 20 µM; hit rate 0.16% among 340,000;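 active = inhibition above about 35% when tested at 20 µM, limit read from the data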;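 note: plate controls were DMSO wells with enzyme for no effect and DMSO wells lacking enzyme for full effect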
#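 Material – in-house recombinant HK5 (HKDC1) enzyme · Quantity – HKDC1 at 5 µg/mL · Buffer or medium – pH 8.0 Tris buffer with 10 mM MgCl2 · Reagent – glucose with 1 mM ATP · Dosing – single 20 µM dose · Times – reaction time 90 min, room temperature, protected from light · Technique – resorufin fluorescence at 613 nm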
# SENP8 block-2 = blocks the human protease SENP8 | purified SENP8, Z-RLRGG-aminoluciferin cleavage, luminescence | inhibition, % at 10 µM | hit rate 1.2% among 330,000 | AID 2540; in the data active = inhibition above about 50%
# SENP1 FRET inh = blocks the human SENP1 SUMO protease catalytic domain. recombinant SENP1 catalytic domain, CyPet-SUMO1-YPet FRET cleavage. inhibition, % at 10 µM. hit rate 0.21% among 360,000;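 active = inhibition at least 30% at 10 µM, raw YFP signal under a set limit, fluorescence ratio 0.5 to 1.5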;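 note: 0% = enzyme with DMSO and 100% = no enzyme wells; some results filed as inactive read as strong as hits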
# Target sequence (Q9P0U3 419-644 limits assumed): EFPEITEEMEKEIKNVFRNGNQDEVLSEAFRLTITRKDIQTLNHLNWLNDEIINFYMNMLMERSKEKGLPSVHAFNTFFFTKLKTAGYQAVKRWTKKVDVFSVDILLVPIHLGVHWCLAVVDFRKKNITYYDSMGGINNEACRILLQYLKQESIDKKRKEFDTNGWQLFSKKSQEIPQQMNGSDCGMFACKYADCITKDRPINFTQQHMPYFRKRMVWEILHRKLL
#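 Controls: no-enzyme wells low, DMSO-plus-enzyme wells high control. Test system: human recombinant His6-tagged SENP1 catalytic domain enzyme. Reagent: SFCypet-SUMO1-SFYpet FRET protein substrate, 25 nM final. Doses: one dose per compound, 10 µM, 0.5% DMSO. Detection: FRET, CFP and YFP emission. Timing: 50 min reaction at room temperature.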
# beta cell repl = inducers of beta-cell replication in MIN6 cells. MIN6 cells proliferation, ATPlite luminescence, 48 h; cells starved in 0.2% serum; 100% = growth in 10% serum. proliferation, % at 10 µM. hit rate 0.29% among 330,000;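 active = compounds whose signal lies at least 3.5 SD above the mean of all wells on their plate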;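 note: 0% = DMSO-treated cells in low-serum medium and 100% = 10% serum control; some compounds called inactive have numbers as strong as hits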
# PfG6PD inh = PfG6PD (Plasmodium falciparum) enzyme inhibition; PfGluPho enzyme, NADPH resazurin-diaphorase fluorescence; inhibition, % at 20 µM; hit rate 0.78% among 350,000; AID 504690;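 active = inhibition reaching at least a set limit at 20 µM in the primary screen, cut at about 59% in these data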;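 note: 0% = DMSO wells with substrate and 100% = DMSO wells lacking glucose-6-phosphate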
# UBC13 inh = inhibitors of human UBC13 polyubiquitin chain formation; P61088; TR-FRET; inhibition, % at 20 µM; hit rate 0.47% among 330,000; AID 485273; in the data active = inhibition above about 45%, passing the limit was not always enough
# Target sequence (P61088 whole entry, looked up): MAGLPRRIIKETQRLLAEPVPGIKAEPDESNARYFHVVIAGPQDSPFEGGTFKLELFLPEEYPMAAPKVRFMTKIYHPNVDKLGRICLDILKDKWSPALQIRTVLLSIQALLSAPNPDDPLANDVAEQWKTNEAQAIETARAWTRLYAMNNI
# SENP7 inh = blocks the human protease SENP7; hit rate 1.5% among 330,000; AID 434973; Q9BQF6; recombinant SENP7, Z-RLRGG-aminoluciferin luminescence, 40 min; inhibition, % at 5 µM;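 active = inhibition above about 50% at the single test dose, limit read from the data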;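 note: plate controls were DMSO with enzyme for no effect and no enzyme buffer wells for full effect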
# Target sequence (Q9BQF6 706-1050 limits assumed): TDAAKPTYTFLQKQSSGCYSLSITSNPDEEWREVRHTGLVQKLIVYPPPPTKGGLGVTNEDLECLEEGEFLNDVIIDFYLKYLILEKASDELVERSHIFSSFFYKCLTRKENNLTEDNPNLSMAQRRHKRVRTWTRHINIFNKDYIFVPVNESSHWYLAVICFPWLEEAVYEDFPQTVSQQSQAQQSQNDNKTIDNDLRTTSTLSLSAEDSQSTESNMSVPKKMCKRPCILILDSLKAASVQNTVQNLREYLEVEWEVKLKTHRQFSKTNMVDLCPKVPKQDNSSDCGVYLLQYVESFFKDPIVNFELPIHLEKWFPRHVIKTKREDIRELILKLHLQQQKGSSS
# SENP6 inh = inhibitors of human SENP6 protease. Q9GZR1. Recombinant SENP6 catalytic domain, aminoluciferin luminescence. inhibition, % at 10 µM. hit rate 1.8% among 330,000. AID 2599;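 active = inhibition above about 50% at the single tested dose, limit read from the data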;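 note: plate controls were DMSO wells with enzyme for no effect and DMSO wells lacking enzyme for full effect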
# * hit, by the source's call; · = not tested or not shown.
# The first three entries, ahead of the listing:
SMILES,SENP8 block-1,HKDC1 inhibitor,SENP8 block-2,SENP1 FRET inh,beta cell repl,PfG6PD inh,UBC13 inh,SENP7 inh,SENP6 inh
CCN(c1ccccc1)S(=O)(=O)c1ccc(Cl)c(NC(=O)CN2CCN(C)CC2)c1,12,7,-3,-1,-2,-16,44,-5,0
COc1ccc(-c2nc3ccccc3c(=O)n2CC(C)C)cc1,11,-1,11,4,1,14,6,2,7
Cc1ccc[n+](C(C)C(=O)Nc2ccc(C)c(C)c2)c1 (stereo not given),9,-6,-9,1,-2,-10,0,0,6

# Main list, from the first entry:
SMILES,SENP8 block-1,HKDC1 inhibitor,SENP8 block-2,SENP1 FRET inh,beta cell repl,PfG6PD inh,UBC13 inh,SENP7 inh,SENP6 inh
CCN(c1ccccc1)S(=O)(=O)c1ccc(Cl)c(NC(=O)CN2CCN(C)CC2)c1,12,7,-3,-1,-2,-16,44,-5,0
COc1ccc(-c2nc3ccccc3c(=O)n2CC(C)C)cc1,11,-1,11,4,1,14,6,2,7
Cc1ccc[n+](C(C)C(=O)Nc2ccc(C)c(C)c2)c1 (stereo not given),9,-6,-9,1,-2,-10,0,0,6
O=C(CSc1ccccc1)Nc1ccccc1N1CCOCC1,10,6,-5,-1,3,-3,3,1,1
CC(C)C1CC(=O)NC(SCC(=O)Nc2ccc(Br)cc2)=C1C#N (stereo not given),9,-8,-4,2,-2,1,1,-9,-13
CC(C)C(=O)N1CCN(c2nc3ccc(Cl)cc3s2)CC1,17,-2,6,-1,2,11,-1,-4,9
O=C(CN(c1ccc(F)cc1)S(=O)(=O)c1ccc2c(c1)OCCO2)Nc1cccnc1,18,3,-2,3,-2,-12,-13,6,3
O=C1C2CCCN2C(c2ccc(F)c(F)c2)N1c1cccc(Cl)c1 (stereo not given),10,1,8,0,-2,7,12,-4,-12
CCOC(=O)COn1c(=O)c(-c2cc3ccccc3o2)[n+]([O-])c2ccccc21,-168,2,17,-26,-4,5,-12,26,-8
CCN=C1S/C(=C\c2ccc(OC)c(OCC)c2)C(=O)N1CC,·,·,-5,·,0,·,17,0,-16
CC(C)C(NC(=O)OCc1ccccc1)C(=O)NCc1ccc(C(=O)O)cc1 (stereo not given),16,-12,-6,2,0,2,-9,1,-15
O=[N+]([O-])c1cccc(/C=N\N2CCN(c3ccc(Cl)cc3)CC2)c1,30,4,-6,2,1,-20,-6,11,-14
CNC(=O)CC1C(=O)N(c2ccc(Cl)cc2)C(=S)N1NC(=O)c1cccc(F)c1 (stereo not given),-2,-1,1,6,9.8*,-3,0,1,-16
CC(C)c1ccc(N(CC(=O)N2CCN(Cc3ccccc3)CC2)S(C)(=O)=O)cc1,20,-3,-1,-1,-4,-1,-3,0,12
N#CCc1c(C#N)c(N)nc(N2CCN(S(=O)(=O)c3ccccc3F)CC2)c1C#N,-241,-2,5,-10,-3,9,1,1,-2
COCCN(CCOC)S(=O)(=O)c1ccc(C(=O)NC2CCN(Cc3ccccc3)CC2)cc1,13,-3,1,2,-4,6,-2,-1,-3
Cc1cccc(NC2=C(NC(=O)c3ccccc3)C(=O)c3ccccc3C2=O)c1,76*,10,18,-1,-6,83*,-138,17,43
CCC(=O)Nc1cccc(NC(=O)c2ccccc2Cl)c1,9,-6,2,2,3,5,-2,9,5
Cc1cccc(N2CC(C(=O)Nc3ccc(S(=O)(=O)NCC4CCCO4)cc3)CC2=O)c1C (stereo not given),6,-4,0,-1,-1,11,1,5,-12
Fc1ccc(Sc2cc(Cl)c(-c3ccccc3)nn2)cc1,18,1,9,0,-2,-2,1,1,-6

# Some of these compounds in order of their number in SENP8 block-2, low to high:
Molecule	SENP8 block-2
CC(C)C1CC(=O)NC(SCC(=O)Nc2ccc(Br)cc2)=C1C#N (stereo not given)	-4
COCCN(CCOC)S(=O)(=O)c1ccc(C(=O)NC2CCN(Cc3ccccc3)CC2)cc1	1
CCC(=O)Nc1cccc(NC(=O)c2ccccc2Cl)c1	2

# Returning to the listing, starting 3 compounds before the break.
SMILES,SENP8 block-1,HKDC1 inhibitor,SENP8 block-2,SENP1 FRET inh,beta cell repl,PfG6PD inh,UBC13 inh,SENP7 inh,SENP6 inh
CCC(=O)Nc1cccc(NC(=O)c2ccccc2Cl)c1,9,-6,2,2,3,5,-2,9,5
Cc1cccc(N2CC(C(=O)Nc3ccc(S(=O)(=O)NCC4CCCO4)cc3)CC2=O)c1C (stereo not given),6,-4,0,-1,-1,11,1,5,-12
Fc1ccc(Sc2cc(Cl)c(-c3ccccc3)nn2)cc1,18,1,9,0,-2,-2,1,1,-6
O=C1[C@@H]2Cc3c([nH]c4ccccc34)C(c3ccc([N+](=O)[O-])cc3)N2C(=O)CN1C1CC1 (stereo not given in full),11,1,6,2,-4,9,6,3,-1
O=C(NCCOc1ccccc1Cl)c1ccc2c(c1)S(=O)(=O)c1cc(Cl)ccc1C2=O,14,2,3,4,-2,0,0,4,-9
CN(CCO)c1ccc(/C=N/Nc2nncc3ccccc23)cc1,23,2,95*,0,-5,25,-9,93*,97*
Cc1ccc(CNC(=O)c2cc(=O)c3ccccc3o2)cc1,16,-3,-5,1,0,6,-2,-3,-28
CC(C)(C)CC(=O)N1CCN(Cc2ccc3c(c2)OCO3)CC1,10,4,0,2,-3,-5,-3,8,2
CCOc1ccccc1C(=O)N(Cc1ccco1)C1CCS(=O)(=O)C1 (stereo not given),13,1,-9,1,-1,12,-12,0,-4
CC1(C)CC2CC(C)(CN2CC(O)c2ccccc2)C1 (stereo not given),18,-3,-5,3,-1,-8,-2,4,-26
COc1ccc(Cl)cc1Nc1cc(C)nc2ccccc12,-110,-4,-6,-3,-3,2,-10,-13,-18
O=C(O)CC/C(=N\NC(=O)CNC(=O)c1ccc(F)cc1)c1ccccc1,9,6,1,1,0,-11,10,2,-8
CCOC(=O)CCCCC(=O)c1[nH]c(=O)[nH]c1Cn1cnc2ccccc21,14,-3,-5,1,0,-6,0,5,-19
O=C(Cc1ccccc1)Nc1nc(-c2cccc([N+](=O)[O-])c2)cs1,16,-12,-9,3,0,-3,5,0,-14
Cc1nn(CCCC(=O)N2CCc3ccccc3C2)c(=O)c2cc3sccc3n12,18,-1,0,2,5,9,0,2,-10
Cc1nc(SC2CC(=O)N(c3ccccc3)C2=O)nc2c1CCCC2 (stereo not given),15,-9,-2,1,2,-7,2,-3,-10
Cc1ccc(S(=O)(=O)N2[C@@H](c3ccc(C(C)(C)C)cc3)C(C(=O)O)=CC[C@H]2c2ccc(Cl)cc2)cc1,4,10,14,0,-5,-18,-28,5,12
CCOc1ccc(Nc2nc(N)nc(CSC(=S)N3CCN(c4ccccc4)CC3)n2)cc1,15,1,-10,-2,-2,17,-1,-2,-49
S=C(NCc1ccncc1)Nc1cc(Cl)cc(Cl)c1,3,2,-12,1,-5,-10,-4,7,-20
Cc1ccc(C(=O)COC(=O)CN2C(=O)C3C4CCC(C4)C3C2=O)cc1[N+](=O)[O-] (stereo not given),15,-15,-1,4,0,-12,-6,3,-2
CCC(=O)Nc1nnc(S(=O)(=O)N(CC)c2ccc(Cl)cc2)s1,19,1,-8,2,1,-6,-6,-2,-5
Cc1ccc([N+](=O)[O-])cc1NC(=O)CSc1n[nH]c(-c2cccnc2)n1,-2,0,-4,2,-1,-18,-2,-1,-16
COC(=O)CNC(=S)NC(=O)c1ccc(C(C)(C)C)cc1,1,-5,-8,0,1,-12,-4,-1,-8
CCOc1ccc2oc(C(=O)Nc3ccc(N4CCOCC4)cc3)c(C)c2c1,-24,-1,-1,-6,-1,14,-8,2,3
CNC(=O)N(O)C1N(/N=C/c2ccc(SC)cc2)C(=S)SC1(C)C (stereo not given),20,3,0,5,-1,-10,-10,-2,-14
Cc1ccc(OCc2nnc(SCC(=O)c3cccc([N+](=O)[O-])c3)n2C)cc1,14,-1,-8,1,-4,0,-1,-14,5
Cc1ccc(OCC(=O)NNC(=O)CSC(=S)N2CCCC2)cc1,13,-4,-10,2,2,-11,-6,7,-18
COc1ccc(-c2nc(CS(=O)CC(=O)NCCN3CCCCCC3)c(C)o2)cc1OC (stereo not given),16,-2,-8,-5,-2,-8,1,-5,-7
CC/C(=N\NC(=O)c1nnn(-c2nonc2N)c1-c1cccc(OC)c1)c1ccc(C)cc1,5,10,2,0,-4,20,-1,-3,1
CCN1CCN(CCCNC(=O)C2CCCN(c3nc4c(C)cc(C)cc4s3)C2)CC1 (stereo not given),4,3,1,-1,-5,4,19,-7,-23
COc1cccc(CN(C)Cc2cc(=O)oc3c(C)c(C)ccc23)c1,25,4,·,-3,·,-12,·,·,·
O=C(c1cccc2ccccc12)N1CCC(N2CCN(c3ccccc3)CC2)CC1,12,4,-14,-1,-2,2,-6,-6,-4
O=C(COc1ccc(Cl)cc1)NCCNC(=O)c1ccccn1,6,-6,1,0,0,-9,6,-3,-2
O=C(CCSc1ccccc1)Nc1nc2c(s1)CCCC2,9,12,3,-1,-2,10,9,5,12
CS(=O)(=O)n1nc(OC(=O)c2cccc3ccccc23)cc1N,16,4,-6,7,2,-4,3,11,-6
C/C(=N/NC(=O)c1cc2ccccc2cc1O)C1C(=O)c2ccccc2C1=O,27,17,96*,24,-4,5,-16,63*,94*
CCc1nnc(NC(=O)CSc2nc(-c3ccc(OC)cc3)ns2)s1,-8,-2,-4,1,-3,16,-7,4,4
O=C(c1ccc(COc2ccccc2Cl)o1)N1CCN(c2ccccc2)CC1,6,2,-6,-1,-2,14,6,-6,-14
O=S(=O)(c1cccc2ccccc12)N1CCC2CC1c1cc(Cl)ccc12 (stereo not given),7,2,·,-1,·,35,·,·,·
COc1ccc2c(c1O)Cc1ccccc1C2=O,16,0,-2,22,0,6,-38,14,-3
CC(C)(C)N1C(=O)c2ccccc2NC(=O)N1Cc1ccccc1,-3,0,-10,-1,0,24,-6,-6,-15

# 3 compounds picked at random from those above, as already listed:
SMILES,SENP8 block-1,HKDC1 inhibitor,SENP8 block-2,SENP1 FRET inh,beta cell repl,PfG6PD inh,UBC13 inh,SENP7 inh,SENP6 inh
COc1ccc(-c2nc(CS(=O)CC(=O)NCCN3CCCCCC3)c(C)o2)cc1OC (stereo not given),16,-2,-8,-5,-2,-8,1,-5,-7
O=S(=O)(c1cccc2ccccc12)N1CCC2CC1c1cc(Cl)ccc12 (stereo not given),7,2,·,-1,·,35,·,·,·
CC/C(=N\NC(=O)c1nnn(-c2nonc2N)c1-c1cccc(OC)c1)c1ccc(C)cc1,5,10,2,0,-4,20,-1,-3,1
